CSM14.1 death rescue: rescue of cells from ER stress-induced death, primary screen, 384-well, CSM14.1, thapsigargin, ATP luminescence (AID 1222). CSM14.1 thapsigargin-induced death rescue, ATP luminescence; higher % means a stronger effect. one-dose cellular ATP content (survival), % at 20 µM; EC50 in µM for titrated hits. 190,000 tested, under 10 active;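 active = EC50 below 50 µM in the dose-response confirmation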;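 note: death triggered by thapsigargin at about 15 µM added after 2 h compound pretreatment; cell ATP read after overnight thapsigargin exposure of roughly 18 to 22 hours; normalized against plate controls of thapsigargin alone and 5% DMSO vehicle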
Dynein transport: inhibitors of GR-EGFP nuclear translocation, primary screen, dynein cargo transport inhibitor project, imaging, high-content, 3617.4 mouse cells; test concentration mostly 20 µM; stimulated with dexamethasone, 1 µM; hits give low values; z-score, hits read low; 220,000 tested, 0.47% active;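 active = plate z-score of nuclear minus cytoplasmic receptor signal below a set negative limit, without overly bright fluorescence or cell loss, cut at about -3.5 in these data, passing the limit was not always enough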;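 note: z-score of nuclear minus cytoplasmic ring GR-EGFP intensity difference per well; some compounds called inactive have numbers as strong as hits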
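Buffer or medium: tet-free, stripped-serum medium; reagent: dexamethasone at 1.0 µM final, 30 min; incubation: 48 h induction, 1 h compound, 30 min dex at 37 °C; measured by: formaldehyde fixation, Hoechst nuclear stain, 10x automated fluorescence imaging; read-out: nuclear-to-cytoplasmic GR-EGFP distribution per well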
WT yeast gro inh: growth inhibition of WT strain, primary screen, mitochondrial fusion inhibitor project, WT and mutant strains, chemical genetic | mitochondrial fusion phenotypic screen | inhibition, % at 10 µM | 190,000 tested, 2.1% active | AID 1362, 2008; in the data active = inhibition above about 58%; tested in S. cerevisiae
MT stabilize HCS: microtubule stabilizers in HeLa cells, primary screen, imaging, high-content imaging; HeLa tubulin immunostaining HCS, 24 h; share of cells brighter than vehicle mean+2SD; % tubulin-high responders, % at 10 µM; 200,000 tested, 0.83% active; AID 2205, 2009;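 active = plate Z-score above 3 for both tubulin-high and condensed-nucleus cell shares, with cell loss under 80%, at 10 µM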;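 note: anti alpha tubulin signal scored within the nucleus-defined area of each cell; some results filed as inactive read as strong as hits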
Lipid droplet: inhibitors of hepatocyte lipid droplet formation, primary screen, imaging, high-throughput imaging, BODIPY stain | AML12 mouse hepatocytes, oleate lipid droplets | inhibition, % at 6.5 µM | 240,000 tested, 0.4% active;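 active = lipid droplet intensity inhibited by at least 50%, with more than 500 cells counted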
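material = mouse AML12 hepatocyte cell line, fixed after treatment | also added = 100 µM oleic acid challenge | doses = compound at 6.5 µM only | schedule = overnight exposure | technique = Image-based BODIPY and DAPI two-channel analysis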
bCat nuc transl: modulators of beta-catenin nuclear translocation, primary screen, imaging, HeLa cells, immunofluorescence, high-content. nuclear translocation activity, % at 5 µM. 190,000 tested, 0.3% active;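 active = nuclear translocation activity above 50% at 5 µM, with a well cell count of 50 or more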;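 note: per-cell ratio of nuclear to cytoplasmic median beta-catenin stain intensity; plate controls were DMSO negative control for no effect and GSK-3 inhibitor IX positive control for full effect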
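assay system = human HeLa cells, endogenous beta-catenin | times = compound treatment 24 h, 37°C, 5% CO2 | detection = Anti-beta-catenin immunofluorescence on PFA-fixed, Triton-permeabilized cells, DAPI nuclei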
Ins promoter up: insulin promoter activators in MIN6 cells, imaging, high-content screening, mouse beta cells; MIN6 insulin promoter-GFP reporter; hits give high values; z-score at 5 µM; 190,000 tested, 0.3% active; AID 1625, 2009;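 active = z-score above 3 at 5 µM with at least 500 cells counted in the well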
XIAP antagonists: XIAP antagonists, biochemical, IAP family, fluorescence polarization (AID 1018); XIAP BIR domain, fluorescence polarization peptide displacement; higher % means a stronger effect; E3 ubiquitin-protein ligase XIAP (Homo sapiens); 200,000 tested, 0.007% active; displacement, % at 20 µM; hits with a dose series show IC50 in µM; in the data active = displacement above about 50%; note: a part of the inactive calls stands beside numbers as strong as those of hits
Autophagy mod: autophagy modulators in MEF cells, primary screen, imaging, high-content, MEF GFP-LC3; 190,000 tested, 0.98% active; MEF GFP-LC3 puncta imaging; test concentration mostly 10 µM; calls only at 10 µM (by protocol); AID 463193, 2010;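 active = percentage of spot-positive cells more than 3 SD above its plate mean, without a fluorescence outlier flag or 80% toxicity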;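 note: spot-positive cell cutoff set from DMSO-treated cells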
WT yeast gro inh mutant strain: further read-out of WT yeast gro inh, marked with its call; inhibition, %; mitochondrial fusion phenotypic screen, mutant strain inhibition
Dynein transport cytoplasmic EGFP: recorded beside Dynein transport, whose call it bears; z-score; measured here: cytoplasmic GR-EGFP intensity; hits give high values
Dynein transport nuclear GR-EGFP: also measured in Dynein transport; calls as there; z-score; measured here: nuclear GR-EGFP intensity;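 lower value marks the stronger effect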
Dynein transport cell count: further read-out of Dynein transport, marked with its call; z-score; measured here: cell count per field
Ins promoter up cell count: also measured in Ins promoter up; calls as there; cell count; measured here: cytotoxicity, nuclei count;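 total cells summed across four imaged fields per well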
Lipid droplet cells 6.5 µM: recorded beside Lipid droplet, whose call it bears; cell count; measured here: cell count, cytotoxicity flag;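 cells counted across two imaged fields per well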
bCat nuc transl cell count 5 µM: recorded beside bCat nuc transl, whose call it bears; cell count; measured here: cell count, cytotoxicity flag
MT stabilize HCS Hoechst-high %: recorded beside MT stabilize HCS, whose call it bears; % Hoechst-high responders; measured here: nuclear condensation Hoechst responders;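 share of cells brighter than vehicle mean plus two SD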
MT stabilize HCS cytotoxicity %: recorded beside MT stabilize HCS, whose call it bears; toxicity, %; measured here: cytotoxicity by cell density;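 0% = mean cell density of plate MIN control wells and 100% = no cells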
Autophagy mod cell loss 18 h: second read-out of Autophagy mod, no call of its own (marks repeat the call); toxicity, %; measured here: cell loss, nuclei count;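 cell loss after 18 h compound exposure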
Active calls of the source: *; i = inactive; nt = not tested or not shown.

SMILES | CSM14.1 death rescue | Dynein transport | Dynein transport cytoplasmic EGFP | Dynein transport nuclear GR-EGFP | Dynein transport cell count | WT yeast gro inh | WT yeast gro inh mutant strain | MT stabilize HCS | MT stabilize HCS Hoechst-high % | MT stabilize HCS cytotoxicity % | Lipid droplet | Lipid droplet cells 6.5 µM | bCat nuc transl | bCat nuc transl cell count 5 µM | Ins promoter up | Ins promoter up cell count | XIAP antagonists | Autophagy mod | Autophagy mod cell loss 18 h
N#Cc1ccc2c(c1)nc1ccccn12 | -0.1% | 3.04 | -0.119 | 1.85 | -1.82 | 14.8 | 1.6 | 3.7 | 1.1 | 1.8 | 6.8 | 700 | nt | nt | -0.24 | 1083 | -6.3% | i | 30.3
COc1ccc(-n2nnnc2-c2cnc(N3CCCC3)nc2C(F)(F)F)cc1 | -0.2% | -0.0514 | -0.193 | 0.6 | 0.614 | 26.3 | 15.1 | 2.3 | 0.8 | 9.0 | nt | nt | 0.0 | 1292 | -0.37 | 1461 | -4.3% | i | 16.4
COC(C(=O)Nc1ccc(C(N)=O)cc1)c1ccccc1 (stereo not drawn) | -0.8% | -0.525 | -0.26 | -0.0858 | -0.227 | -5.9 | -13.8 | 1.3 | 1.2 | 8.1 | -2.9 | 699 | 0.0 | 1420 | 0.24 | 1433 | -1.0% | i | -13.2
CC(NC(=O)NC1CCCCC1)C(c1cccs1)N1CCOCC1 (stereo not drawn) | -1.0% | -0.723 | -0.21 | -0.0739 | 0.546 | 3.5 | -3.3 | 5.3 | 1.9 | 8.4 | -4.0 | 692 | -2.7 | 1220 | 0.07 | 1235 | 3.0% | i | -11.0
O=C(Cn1nnc(-c2cccs2)n1)NCc1cccs1 | -1.2% | -0.256 | -0.138 | -0.507 | 0.698 | 2.6 | 5.3 | 2.4 | 2.5 | 8.2 | 17.1 | 667 | 0.1 | 1104 | 0.02 | 1260 | -4.4% | i | 24.1
CCCCC(=O)NC(=S)Nc1cc([N+](=O)[O-])ccc1OC | -0.5% | -0.422 | -0.246 | -0.0491 | 0.819 | 12.2 | 2.8 | 2.2 | 1.9 | 0.7 | nt | nt | -0.2 | 1518 | 0 | 1558 | -6.2% | i | -28.5
COCc1cccc(N2C(=O)CC(C3C=C(C)C4C(=O)N(c5cccc(COC)c5)C(=O)C4C3)C2=O)c1 (stereo not drawn) | -0.7% | 1.37 | -0.176 | 0.564 | -0.96 | 9.3 | -2.5 | 3.0 | 1.1 | 3.2 | -11.8 | 711 | 0.1 | 1074 | 0.98 | 1227 | -1.7% | i | 0.7
C/C(=N\NC(=O)c1ccc(Cn2cc([N+](=O)[O-])cn2)o1)c1cccc(NC(=O)c2cccnc2)c1 | -1.4% | -0.805 | -0.268 | -0.55 | 0.587 | -19.2 | 12.9 | 4.8 | 3.8 | 3.9 | 0.5 | 709 | nt | nt | 0.16 | 1297 | 1.5% | i | 5.2
NS(=O)(=O)c1ccc(S(=O)(=O)NCCc2ccccc2)cc1 | -1.3% | -0.212 | -0.202 | 0.0855 | -0.051 | 4.9 | -2.8 | 3.8 | 2.1 | 6.2 | nt | nt | -4.6 | 942 | -0.07 | 1150 | 0.6% | i | 3.2
CCOc1ccc(-n2nnc3c(=O)n(CC(=O)c4ccccc4)cnc32)cc1 | -2.5% | -0.313 | -0.261 | 0.0776 | 0.744 | 8.4 | -4.7 | 3.2 | 3.2 | 10.3 | -13.1 | 656 | -0.9 | 1105 | -0.19 | 1940 | -12.7% | i | 19.7
O=C1C2C3C=CC(C3)C2C(=O)N1CNc1ccc(O)cc1 (stereo not drawn) | -0.6% | nt | nt | nt | nt | 17.8 | 32.6 | nt | nt | nt | nt | nt | -1.1 | 1166 | 0.41 | 1323 | -2.6% | nt | nt
Cc1cc(OC(=O)c2cc(F)c(F)cc2Cl)nc(C)n1 | 4.0% | 1.01 | -0.217 | -0.411 | -0.424 | -8.0 | -1.4 | 3.6 | 1.3 | 2.7 | nt | nt | nt | nt | nt | nt | -2.9% | i | 0.5
CCOC(=O)c1c(C)[nH]c(C)c1C(=O)Cn1nnc(-c2ccccc2C)n1 | nt | -0.324 | -0.194 | -0.0846 | -0.0441 | 3.3 | 3.0 | 1.7 | 1.5 | 10.1 | nt | nt | nt | nt | nt | nt | nt | i | 3.2
CC(C)C[C@H](N)c1cn([C@@H](CCCCN)C(=O)N2CCNCC2)nn1 | 0.1% | -0.713 | -0.221 | -0.0768 | 0.512 | 0.2 | 9.2 | 3.3 | 2.0 | 3.1 | 8.6 | 694 | -4.0 | 1161 | -0.43 | 1333 | -9.4% | i | 2.3
CCOC(=O)C1=C(CN2CCCCC2)NC(=O)NC1c1cc(C)ccc1C (stereo not drawn) | 0.2% | 3.74 | -0.0861 | 1.71 | -0.606 | 13.8 | -4.0 | 1.8 | 1.1 | 7.5 | 14.9 | 831 | nt | nt | nt | nt | 13.8% | i | 2.4
Cc1noc(C)c1COC(=O)c1cccnc1SCC(=O)Nc1ccc2c(c1)OCO2 | -0.5% | -0.312 | -0.109 | 0.344 | -0.0373 | -3.8 | 0.4 | 4.4 | 2.4 | 9.9 | nt | nt | -7.2 | 1018 | -0.58 | 1140 | 0.3% | i | -2.8
CCOc1ccccc1N1CCN(Cc2cn[nH]c2-c2ccc(F)cc2)CC1 | nt | -0.665 | -0.274 | -0.551 | 0.551 | nt | nt | nt | nt | nt | -14.7 | 718 | 0.9 | 1313 | -0.17 | 1411 | nt | nt | nt
COc1ccccc1CN1CCN(C(=O)c2ccncc2)CC1 | -4.5% | -0.435 | -0.0908 | -0.278 | 0.774 | -2.6 | 1.7 | 2.2 | 1.0 | 8.5 | -1.1 | 734 | 0.2 | 1255 | -0.58 | 1054 | 0.4% | i | -4.9
CCOC(=O)Nc1csnn1 | nt | -0.625 | -0.209 | 0.274 | -0.266 | nt | nt | nt | nt | nt | 1.0 | 787 | -1.5 | 1325 | -0.77 | 1030 | nt | nt | nt
Cc1cc(OCCCCCNCCO)cc(C)c1Cl | -3.3% | -0.018 | -0.126 | 0.246 | 0.36 | 42.4 | 45.5 | 5.0 | 3.5 | 12.6 | nt | nt | 7.3 | 1086 | 1.15 | 926 | 1.3% | i | -17.0
CCOC(=O)C1(CCCc2ccccc2)CCN(C(=O)[C@@H]2C[C@@H](C)NC(=S)N2)CC1 | -2.3% | 1.68 | -0.112 | 1.2 | -1.33 | 13.3 | 7.2 | 4.2 | 2.6 | 5.7 | -5.1 | 717 | 0.7 | 985 | -0.27 | 1490 | -11.2% | i | -16.4
Cc1cccc(C(=O)NNC(=O)Nc2ccccc2)c1 | 1.9% | -0.51 | -0.179 | -0.314 | 0.511 | -3.4 | -11.6 | 1.8 | 1.8 | 0.6 | -16.4 | 736 | 3.0 | 983 | -0.22 | 1169 | 1.0% | i | -9.1
COCCn1cc(C(=O)NCc2cccs2)c2c3ccccc3n(C)c2c1=O | -0.8% | -0.046 | -0.135 | 0.0894 | -0.415 | 4.3 | 1.0 | 1.4 | 1.9 | 8.3 | nt | nt | -3.1 | 908 | 0.97 | 1547 | -3.0% | i | -11.4
C#CCSc1[nH]c(=O)cc(C)c1C#N | 1.5% | 1.06 | -0.191 | 0.523 | -0.909 | -7.1 | -1.5 | 2.8 | 2.0 | 5.0 | -0.2 | 706 | -0.7 | 1522 | nt | nt | -9.0% | i | -1.7
CCC(C)NC(=O)c1ccccc1-c1ccccc1C(=O)NC(C)CC (stereo not drawn) | 2.0% | 0.094 | -0.231 | 0.153 | -0.214 | -8.7 | -2.0 | 5.4 | 1.9 | 6.8 | 1.7 | 721 | 0.0 | 1544 | 1.16 | 1620 | -2.1% | i | 8.2
Cc1ccccc1Nc1nc(N)nc(CN2C(=O)NC3(CCCCC3C)C2=O)n1 (stereo not drawn) | 2.4% | -0.179 | -0.162 | 0.299 | 0.302 | -11.7 | -5.7 | 2.5 | 2.9 | 6.8 | nt | nt | -5.2 | 960 | -0.46 | 1188 | 3.2% | i | 15.0
O=C(NNC(=S)NC1CCCCC1)c1sc2ccccc2c1Cl | -4.6% | 1.2 | -0.238 | 0.947 | -1.19 | 8.0 | 2.3 | 1.7 | 3.1 | 11.2 | -5.2 | 659 | -0.8 | 938 | nt | nt | -7.5% | i | -6.0
Cc1ccc(NS(=O)(=O)c2ccc(NC(=O)c3ccc(Br)o3)cc2)c(C)c1 | -2.2% | -1.05 | -0.248 | -0.491 | 0.378 | -13.0 | -2.5 | 3.5 | 1.9 | 6.1 | 1.1 | 661 | -3.8 | 1136 | -0.06 | 1962 | -1.8% | i | -6.4
COC(=O)c1ccc(C(=S)N2CCOCC2)cc1 | -2.5% | 0.0345 | -0.0837 | 0.239 | 1.07 | 17.2 | 7.8 | 2.6 | 1.6 | 8.0 | 32.2 | 693 | 3.7 | 1000 | -0.34 | 1648 | -4.3% | i | -2.2
COc1ccccc1NC(=O)Cc1noc(CSc2cc(C)c3ccccc3n2)n1 | -2.2% | -0.178 | 0.0702 | 0.473 | -0.14 | 5.6 | 5.3 | 2.3 | 1.8 | 6.3 | 21.5 | 698 | 1.4 | 1011 | -0.52 | 1514 | -15.6% | i | 0.0
